# Screens from PubChem.
# Wee1 stabilizer = Wee1 degradation inhibitors, primary screen, cell-based, HeLa, Wee1K328M-luciferase, luminescence. Wee1-like protein kinase (Homo sapiens), P30291. HeLa Luc-Wee1K328M stability; 100% = proteasome inhibitor MG132 effect. reporter increase, % at 5 µM. 220,000 compounds, 1.2% hits;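 active = activation above the mean of all tested compounds plus 3 SD, set per screening run, cut at about 8.8% in these data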;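 note: cells exposed to compound for 20 h before luminescence read; 0% = DMSO alone and 100% = MG132 at 30 µM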
# RBBP9 inhibitor = human RBBP9 inhibitors, primary screen, biochemical, fluorescence polarization, FP-Rh probe, HTS. Serine hydrolase RBBP9 (Homo sapiens), O75884. 220,000 compounds, 0.2% hits. recombinant RBBP9. inhibition, % at 7.94 µM;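 active = inhibition above the campaign mean of all tested compounds plus 3 SD, cut at about 14% in these data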;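 note: plate controls were DMSO wells with RBBP9 for no effect and wells lacking RBBP9 protein for full effect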
# Target sequence (O75884 whole entry, looked up): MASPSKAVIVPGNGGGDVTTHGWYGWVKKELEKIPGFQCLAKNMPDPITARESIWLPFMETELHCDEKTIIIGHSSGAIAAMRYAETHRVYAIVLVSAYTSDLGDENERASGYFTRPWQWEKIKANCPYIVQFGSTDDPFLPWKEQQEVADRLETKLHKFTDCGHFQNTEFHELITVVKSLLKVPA
#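 Controls: DMSO-treated enzyme wells and wells lacking RBBP9 | Material: RBBP9 protein | Technique: Fluorescence polarization | Replication: Single well per compound, no replicates | Buffer or medium: Tris-NaCl-Pluronic buffer, pH 8.0 | Timing: 30 min compound preincubation, 45 min probe labeling, 25 °C | Read-out basis: Percent inhibition from mP, scaled between DMSO and no-protein wells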
# CHOP inh = inhibitors of CHOP promoter induction, primary screen, cell-based, unfolded protein response, luciferase reporter | CHO-K1 CHOP-promoter luciferase, tunicamycin-induced, 15-18 h | inhibition, % at 10 µM | 220,000 compounds, 3.8% hits;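 active = compounds that reduced the stress-induced luciferase reporter signal by more than about 70% of percent inhibition, limit read from the data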;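 note: 0% = tunicamycin plus vehicle and 100% = wells without tunicamycin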
# TRPN1 ag = zebrafish TRPN1 channel agonists, primary screen, cell-based, HEK293, calcium fluorescence; transient receptor potential cation channel N1 (TRPN1/NompC), Danio rerio; HEK293 zebrafish TRPN1-YFP, Fluo-8 calcium fluorescence; 100% = response to 87 µM carbachol; activation, % at 3 µM; 220,000 compounds, 0.18% hits; AID 1424, 2008;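 active = activation above its plate's cutoff, the mean activation of test wells on that plate plus 3 SD, cut at about 19% in these data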;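 note: 0% = DMSO alone and 100% = 87 µM carbachol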
#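 Material: zebrafish TRPN1-YFP in HEK293 cells; Doses: single test compound dose, 3 µM nominal, 0.3% DMSO; Timing: dye loading 1 h at 37 °C, then 30 min room temperature; Technique: intracellular calcium fluorescence with Fluo-8; Benchmarks: high carbachol 87 µM, low DMSO alone.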
# TRPML3 agonist = human TRPML3 channel agonists, primary screen, cell-based, HEK293 TRPML3-YFP, Fluo-8 calcium fluorescence, 3 µM. 220,000 compounds, 0.29% hits. 100% = the carbachol control signal. activation, % at 3 µM;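 active = activation above its plate's cutoff, the mean activation of the plate's test wells plus 3 SD, cut at about 12% in these data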;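 note: 0% = DMSO only wells and 100% = carbachol wells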
# Target sequence (Q8TDD5 whole entry, looked up): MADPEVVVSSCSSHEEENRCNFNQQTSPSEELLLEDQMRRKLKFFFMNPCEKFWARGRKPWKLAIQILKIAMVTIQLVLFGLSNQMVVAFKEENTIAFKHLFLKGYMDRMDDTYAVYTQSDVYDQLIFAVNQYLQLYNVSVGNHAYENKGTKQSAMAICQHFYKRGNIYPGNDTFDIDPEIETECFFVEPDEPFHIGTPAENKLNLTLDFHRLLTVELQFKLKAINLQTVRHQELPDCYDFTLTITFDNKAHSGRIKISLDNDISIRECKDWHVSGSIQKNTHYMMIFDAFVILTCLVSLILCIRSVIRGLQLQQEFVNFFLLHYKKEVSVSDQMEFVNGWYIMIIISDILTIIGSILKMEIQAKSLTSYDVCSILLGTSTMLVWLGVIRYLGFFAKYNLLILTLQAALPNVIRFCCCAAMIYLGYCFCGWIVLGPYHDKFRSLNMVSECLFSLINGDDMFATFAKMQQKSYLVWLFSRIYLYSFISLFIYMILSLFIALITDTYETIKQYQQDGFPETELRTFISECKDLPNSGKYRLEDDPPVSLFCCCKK
#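 Material: HEK293 cells stably carrying human TRPML3-YFP; compound dosing: single dose, 3 µM final nominal compound, 0.3% DMSO final; incubation: 1-h 37 °C dye load, 5-s basal, 120-s post-compound reads; technique: Fluo-8 intracellular calcium fluorescence, excitation 470-495 nm, emission 515-575 nm; read-out basis: percent activation from peak-to-basal fluorescence ratio, scaled between DMSO and carbachol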
# TNF death inh = inhibitors of TNF-alpha triggered necroptosis, primary screen, cell-based, Jurkat FADD-/-, single concentration; Jurkat FADD-/- TNF necroptosis rescue, ATP luminescence, 24 h; 0 = TNF only, 100 = no-TNF cells; activation (protection from cell death), % at 10 µM; 220,000 compounds, 0.068% hits; AID 463075, 2010;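 active = activation, meaning protection from cell death, of at least 50% relative to plate controls; inactive = activation below 50%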;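 note: necroptosis triggered by 40 ng/mL TNF-alpha added together with compound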
# Ba/F3 V617F tox = reduced viability of JAK2V617F-dependent Ba/F3 cells, primary screen, JAK2V617F inhibitor project, cell-based, Ba/F3 EpoR-JAK2V617F, luminescence | 220,000 compounds, 1.1% hits | ATP luminescence | inhibition, % at 5.6 µM;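 active = inhibition above the campaign mean plus 3 SD over all tested compounds, cut at about 24% in these data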;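 note: cytokine-independent growth of Ba/F3 cells driven by EpoR plus mutant JAK2; 0% = DMSO-treated cells and 100% = JAK inhibitor I control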
# PPC-1+TRAIL kill = compounds killing PPC-1 cancer cells with TRAIL present, primary screen, TRAIL potentiator project, ATPLite luminescence, uHTS. PPC-1 cells + TRAIL, ATPLite viability luminescence. cell killing (% activity), % at 4 µM. 220,000 compounds, 0.41% hits. AID 1443, 2008;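 active = cell killing above 50% in the first pass at 4 µM, then a duplicate retest at 5 µM averaging 50% or more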;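 note: plate controls were cells with TRAIL plus DMSO for no effect and medium-only wells lacking cells for full effect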
# BaF3 parental = parental Ba/F3 cell viability inhibition, counter-screen for JAK2V617F inhibitor project, murine pro-B, CellTiter-Glo luminescence; CellTiter-Glo ATP luminescence; 220,000 compounds, 1.1% hits; inhibition, % at 5.6 µM;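 active = inhibition above a per-campaign cutoff, the mean inhibition of all tested compounds plus 3 SD, cut at about 27% in these data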;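 note: 0% = DMSO wells and 100% = JAK Inhibitor I control wells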
# An asterisk follows results filed as active; / = no result given.
SMILES,Wee1 stabilizer,RBBP9 inhibitor,CHOP inh,TRPN1 ag,TRPML3 agonist,TNF death inh,Ba/F3 V617F tox,PPC-1+TRAIL kill,BaF3 parental
Cc1cccc(C)c1N(CC(=O)Nc1cc(Cl)ccc1Oc1ccccc1)S(C)(=O)=O,-2,-12,47,0.5,0.7,-3.2,-1,-7,6
N#CC(C(=O)OCc1ccccc1)c1nc2ccccc2nc1N1CCOCC1 (centres undefined),2,-4,-18,1.4,0.2,0.2,0,5,5
Cc1ccc(-c2nc(NCC3CCCO3)sc2C)cc1 (centres undefined),0,-12,20,-1.8,-0.2,6.4,-4,12,1
COc1cccc(N2CN(C3CCCCC3)CNC2=S)c1,-3,0,5,-0.4,0.2,0.3,-2,3,-1
COc1ccc(NC(=O)c2ccco2)cc1NC(=O)c1cccc(OC(C)C)c1,-1,-12,35,-1.4,-1.0,-4.8,-1,14,1
O=C(CSC1=NCCN1)NC(c1ccccc1)c1ccccc1,3,5,31,-1.6,0.2,-6.3,-3,8,-5
COc1ccc(C=C2c3ccccc3C(=O)c3ccccc32)c(OC)c1,0,-9,31,-0.8,0.7,-19,84*,2,83*
CCN(CC)Cc1cc(C(=O)O)c(-c2ccccc2)o1,-2,1,-6,1.1,1.3,1.9,-3,26,-6
Cc1cc(C(=O)OCC(N)=O)c(C)n1-c1ccccc1,-3,-5,18,0.7,-0.1,-0.2,-2,3,1
Cn1c(N)c(C(=O)COC(=O)c2cc(S(=O)(=O)N3CCCCC3)ccc2Cl)c(=O)n(C)c1=O,-1,-3,-10,0.9,0.4,-0.4,-1,25,4
O=C(COC(=O)/C=C/c1ccccc1Cl)NC(=O)Cc1ccccc1,0,-1,50,0.2,0.3,2.5,2,0,1
CCCOc1cccc(OCCSc2nc(C)cc(=O)[nH]2)c1,3,5,19,-1.0,-0.4,-1.1,-2,5,5
CCC(=O)Nc1sc2c(c1C(=O)N(C)C)CCCCC2,4,-5,14,0.2,0.5,-0.8,0,16,5
COc1ccc(C(C#N)c2ccc(=O)[nH]n2)cc1 (centres undefined),2,4,-18,2.1,0.5,-0.1,0,37,0
CN=C1c2c(-c3ccccc3)c3cc(OC)ccc3n2CCN1C,-1,-1,9,0.5,-0.2,4.0,0,2,6
CCn1c(CSc2nnc(-c3ccncc3)n2CCOC)nc2cc(C(=O)O)ccc21,-2,-6,0,3.1,0.9,0.7,1,-10,5
O=C(Nc1ccc(-c2cnco2)cc1)c1ccc(F)cc1F,3,-2,-11,1.8,0.3,-1.5,-4,22,0
O=C(NCC(=O)N(CC1CCCO1)C(C(=O)NC1CCCCC1)c1cccnc1)c1cccs1 (centres undefined),5,-7,-9,-0.3,0.9,0.4,-3,5,6
CCOc1ncccc1C(=O)OCC(=O)Nc1cc(S(=O)(=O)N2CCOCC2)ccc1C,-3,0,18,1.0,0.9,-0.1,3,31,3
CCOc1ccc(-c2[nH]ncc2Oc2ccccc2OCC)c(O)c1,-1,-12,80*,-1.8,-1.3,-0.9,-3,-5,2
Cc1cc(C)n2nc(C(=O)N3CCOCC3)nc2n1,-2,10,18,-0.4,-0.5,-0.1,-2,16,0
O=C(Nc1ccc(Cl)cc1)NC1(C(=O)NCCCN2CCOCC2)CCCCC1,0,-3,14,0.2,0.1,0.9,-1,4,2
CCOC(=O)N1CCN(C(=O)C(C)SCc2ccccc2)CC1 (centres undefined),3,-7,-4,0.7,0.8,-3.2,-2,17,5
Cc1ccc(Nc2c([N+](=O)[O-])ccc3c2=NC2(CCCCC2)N=3)cc1,2,-8,62,-0.3,0.6,-12,2,40,3
COc1cccc(CNCC(=O)N2C(C)CCCC2C)c1 (centres undefined),2,-2,14,0.7,0.2,0.4,-2,-11,2
CN1CCN(CC(O)COCCOc2ccc(Br)cc2)CC1 (centres undefined),1,0,6,-1.1,1.4,2.6,-1,12,4
CNc1nc(C)c(C#N)c(-c2ccccc2)c1C(C)=O,2,-4,38,-0.8,-0.4,-5.6,7,13,5
CCc1nnc(NC(=O)c2ccc(S(C)(=O)=O)cc2)s1,2,1,-5,-1.7,0.2,2.6,-4,14,2
COc1ccc(NC(=O)Cc2c(Sc3ccccc3)c3ccccc3n2C)cc1,0,-3,23,-0.3,0.3,1.7,5,21,8
CCCCCC(=O)N1CC2(CC)CN(C(=O)CCCCC)CC(CC)(C1)C2=O,-4,2,16,-2.4,1.6,2.4,-2,5,-6

# Some of the entries so far, as labelled records:
> CN1CCN(CC(O)COCCOc2ccc(Br)cc2)CC1 (centres undefined)
  Wee1 stabilizer: 1	RBBP9 inhibitor: 0	CHOP inh: 6	TRPN1 ag: -1.1	TRPML3 agonist: 1.4	TNF death inh: 2.6	Ba/F3 V617F tox: -1	PPC-1+TRAIL kill: 12	BaF3 parental: 4

> CNc1nc(C)c(C#N)c(-c2ccccc2)c1C(C)=O
  Wee1 stabilizer: 2	RBBP9 inhibitor: -4	CHOP inh: 38	TRPN1 ag: -0.8	TRPML3 agonist: -0.4	TNF death inh: -5.6	Ba/F3 V617F tox: 7	PPC-1+TRAIL kill: 13	BaF3 parental: 5

# Additional results
SMILES,Wee1 stabilizer,RBBP9 inhibitor,CHOP inh,TRPN1 ag,TRPML3 agonist,TNF death inh,Ba/F3 V617F tox,PPC-1+TRAIL kill,BaF3 parental
Nc1nnc(SCc2ccc(F)cc2)s1,4,-4,11,0.7,-0.1,-0.4,-1,13,2
Cc1cc(C)n(CC(C)O)c(=O)c1C#N (centres undefined),0,3,-14,1.9,0.3,-1.9,-5,34,5
Cc1c(NC(=S)NC(=O)C(c2ccccc2)c2ccccc2)cccc1C(=O)O,-1,-6,-18,1.5,0.5,-2.5,5,-15,8
Cc1c(C(=O)Nc2ccccc2-c2ccccc2)cccc1[N+](=O)[O-],-2,-3,9,0.5,-0.4,-2.6,-3,27,7
COc1ccc([N+](=O)[O-])c(OC)c1C(=O)Nc1ccc(F)cc1F,2,-8,-8,1.5,0.4,-0.7,1,-13,3
CCN(C(=O)CSc1nnc(-c2ccncc2)n1Cc1ccccc1)C1CCS(=O)(=O)C1 (centres undefined),-2,-1,-8,0.6,-0.2,0.9,0,30,2
COc1ccc(CCNC(=O)CCCN2C(=O)c3ccccc3C2=O)cc1OC,-1,-10,-3,1.6,-0.3,-2.9,-1,24,3
CC(C)(C)CN1CCNC(=O)C1CC(=O)NC1Cc2ccccc2C1 (centres undefined),-2,-2,-4,1.0,0.3,-0.3,-1,8,4
Cc1ccc(NC(=O)C(OC(=O)c2cc(C)oc2C)c2ccccc2)cc1 (centres undefined),-1,-9,54,0.7,0.9,0.5,3,11,6
CCOC(=O)Cc1c[nH]c(=S)[nH]c1=O,-3,1,2,3.0,1.0,4.8,-1,0,3
O=C(COC(=O)c1ccncc1)c1ccccc1,-3,-2,8,0.8,0.4,-0.6,-1,28,4
Cc1c(N=C2SCC(=O)N2c2c(C)n(C)n(-c3ccccc3)c2=O)c(=O)n(-c2ccccc2)n1C,1,-1,-15,0.3,0.5,0.5,-2,-2,3
COc1ccc(C2CC(=O)C=C(NCCC(C)C)C2)cc1 (centres undefined),-1,-9,36,-1.7,0.8,-1.1,3,13,6
Cc1cc(C)n2nc(SCC(=O)c3ccc[nH]3)nc2n1,-1,-4,5,0.9,0.3,-4.0,4,-5,7
CC(=O)Nc1sc(N/N=C/c2ccccc2F)nc1-c1ccc(C)cc1,0,-6,-3,-1.9,-1.8,0.7,-1,-3,1

# Looked up above.
# `CCOC(=O)Cc1c[nH]c(=S)[nH]c1=O` @ CHOP inh = 2
# `Nc1nnc(SCc2ccc(F)cc2)s1` @ PPC-1+TRAIL kill = 13
# `Cc1ccc(NC(=O)C(OC(=O)c2cc(C)oc2C)c2ccccc2)cc1` (centres undefined) @ Wee1 stabilizer = -1
# `Cc1cc(C)n2nc(SCC(=O)c3ccc[nH]3)nc2n1` @ CHOP inh = 5
# `CCN(C(=O)CSc1nnc(-c2ccncc2)n1Cc1ccccc1)C1CCS(=O)(=O)C1` (centres undefined) @ TRPN1 ag = 0.6

# Following part:
SMILES,Wee1 stabilizer,RBBP9 inhibitor,CHOP inh,TRPN1 ag,TRPML3 agonist,TNF death inh,Ba/F3 V617F tox,PPC-1+TRAIL kill,BaF3 parental
c1ccc(-c2cn(-c3ccccc3)c3ncnc(NCCCN4CCOCC4)c23)cc1,7,-7,0,-1.4,0.7,0.2,-1,13,2
CCOC(=O)c1cc2c(=O)[nH]ccc2nc1C(F)(F)F,-2,-6,8,2.4,0.8,1.2,-3,-6,2
CC(NC(=O)NC1CCCCC1)C(c1cccs1)N1CCN(Cc2ccccc2)CC1 (centres undefined),-2,-7,32,0.0,-0.1,0.0,1,19,7
CC1(C)Cc2nc3sc4c(SCC(=O)NCc5ccco5)ncnc4c3cc2CO1,7,-10,/,0.5,0.6,-8.4,72*,40,25
CCC(=O)N(Cc1cc2ccccc2[nH]c1=O)c1ccc(OC)cc1,-2,-5,30,0.6,0.9,0.3,1,-9,5
CCn1c(=O)n(CC(=O)NC2CCCC(C)C2C)c(=O)c2ccccc21 (centres undefined),-1,0,36,0.7,-0.6,-1.7,1,2,2
Cc1ccccc1N1C(=O)C(Cl)=C(N2CCN(c3ccccc3)CC2)C1=O,-1,6,47,-0.1,-0.3,-0.3,0,11,1
COc1cc(NC(=O)c2c(F)cccc2F)c(Cl)cc1Cl,4,-2,10,-2.8,-0.8,0.4,0,-1,7
COc1ccc(-c2nnc3sc(C4CCCCC4)nn23)cc1OC,-2,-3,21,-0.2,-1.2,-3.4,-2,25,3
O=C(NCC(=O)N(CCN1CCOCC1)C(C(=O)NC1CCCC1)c1ccccc1)c1cccs1 (centres undefined),0,-2,-16,0.8,0.4,0.7,-4,18,5
